# RAD52 anneal inh: RAD52 (human) annealing inhibition. 360,000 compounds, 0.46% hits. recombinant RAD52 DNA annealing, FRET fluorescence. AID 651710. inhibition, % at 18.7 µM;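 active means every replicate showing at least 50% inhibition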
# esBAF inh: blocks esBAF chromatin remodeling in mouse ES cells. Bmi1-luciferase knock-in reporter, 24 h; 100% = twice the neutral-well signal. AID 602393. reporter increase, % at 12.5 µM. 350,000 compounds, 2% hits; in the data active means activation above about 40%;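 further: 0% = median of the plate's neutral control wells and 100% = double that signal; a rise in the Bmi1 reporter signal indicates esBAF inhibition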
# XiGFP reactiv: activators of X-chromosome reactivation in mouse fibroblasts; XiGFP mouse fibroblasts, % GFP-positive cells imaging, 3 d; cells co-treated with 5-aza-dC sensitizer; scaled so ellipticine positive control = 100%; activation, % at 7.58 µM; 360,000 compounds, 0.055% hits;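 active means mean normalized replicate activation at least 10% and every replicate at or above 10%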;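 further: 0% = median of on-plate neutral control wells and 100% = ellipticine 6 µM median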
#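 System: 68-5-11 XiGFP fibroblast line | Buffer or medium: DMEM containing 5-aza-dC | Compound: Single point | Times: Compounds 3 days, fix/stain 15 min at room temperature | Benchmarks: Positive control ellipticine, 6 µM final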
# S100A4 inh HTS: S100A4-myosin IIA interaction inhibition; S100A4/TAMRA-MyoIIA peptide fluorescence polarization; inhibition, % at 10.7 µM; 360,000 compounds, 0.14% hits; AID 652163;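 active means mean inhibition of at least 70% across replicates, with every replicate also reaching that level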
#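 System – human S100A4 monomer protein, biochemical binding assay · Buffer or medium – Calcium-containing HEPES buffer, pH 7.2 · Timing – 5 min between mix addition and reading · Also added – TAMRA-labelled myosin IIA heavy-chain peptide probe, 5 nM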
# RAD54 branch: inhibitors of human RAD54 branch migration. Q92698. RAD54 Holliday junction branch migration, FAM/BHQ fluorescence. inhibition, % at 10.4 µM. 360,000 compounds, 0.14% hits;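 active means mean normalized replicate activity at least 40 and at least half of replicates scoring 40 or more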;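 further: 0% = median of neutral control wells and 100% = median of positive control wells; inhibitors cause a drop in the FAM fluorescence signal; in these data hits start at about 50%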
# E-sel inducer: E-selectin induction on HUVECs; P16581; HUVEC E-selectin immunofluorescence imaging; normalized: neutral wells 0, TNF-alpha wells 100; activation, % at 7.58 µM; 260,000 compounds, 0.37% hits; AID 686992;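 active means mean E-selectin-positive cell signal at least 10% of the positive control, reached in at least 60% of replicates, without over 20% cell loss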;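 further: in these data hits start at about 27%; measured in HUVEC primary endothelial cells; signal is the percent of cells scored E-selectin positive by PE staining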
# Target sequence (P16581 whole entry, looked up): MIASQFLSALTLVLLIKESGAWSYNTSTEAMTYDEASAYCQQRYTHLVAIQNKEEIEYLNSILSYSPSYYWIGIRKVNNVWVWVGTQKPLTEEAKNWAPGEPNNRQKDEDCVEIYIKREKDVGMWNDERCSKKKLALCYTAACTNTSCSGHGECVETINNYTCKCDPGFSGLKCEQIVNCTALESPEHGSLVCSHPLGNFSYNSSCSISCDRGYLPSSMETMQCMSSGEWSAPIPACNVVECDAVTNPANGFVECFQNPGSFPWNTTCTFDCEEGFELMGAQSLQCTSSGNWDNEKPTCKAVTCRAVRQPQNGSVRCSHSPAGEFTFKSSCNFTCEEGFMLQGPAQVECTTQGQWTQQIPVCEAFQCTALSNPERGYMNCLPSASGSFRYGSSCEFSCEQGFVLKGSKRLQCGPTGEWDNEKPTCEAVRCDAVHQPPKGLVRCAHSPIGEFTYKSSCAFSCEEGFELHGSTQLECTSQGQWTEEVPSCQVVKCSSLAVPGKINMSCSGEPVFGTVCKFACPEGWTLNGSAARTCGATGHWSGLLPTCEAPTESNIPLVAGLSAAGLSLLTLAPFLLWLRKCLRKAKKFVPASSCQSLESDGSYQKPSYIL
#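 Assay system: HUVEC, human umbilical vein endothelial cells / Amount: 3,000 HUVEC/well / Controls: TNF-alpha positive control, DMSO neutral control / Compound dosing: single concentration / Medium: EGM-2 over gelatin coat / Evaluation: percent E-selectin-positive cells / Signal: immunofluorescence imaging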
# ERp5 block: inhibitors of human ERp5 | ERp5 insulin aggregation, absorbance 650 nm, 90 min | inhibition, % at 9.99 µM | 350,000 compounds, 0.05% hits;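 active means mean replicate inhibition above about 25%, with every replicate also reaching it, limit read from the data, passing the limit was not always enough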
# Target sequence (Q15084 whole entry, looked up): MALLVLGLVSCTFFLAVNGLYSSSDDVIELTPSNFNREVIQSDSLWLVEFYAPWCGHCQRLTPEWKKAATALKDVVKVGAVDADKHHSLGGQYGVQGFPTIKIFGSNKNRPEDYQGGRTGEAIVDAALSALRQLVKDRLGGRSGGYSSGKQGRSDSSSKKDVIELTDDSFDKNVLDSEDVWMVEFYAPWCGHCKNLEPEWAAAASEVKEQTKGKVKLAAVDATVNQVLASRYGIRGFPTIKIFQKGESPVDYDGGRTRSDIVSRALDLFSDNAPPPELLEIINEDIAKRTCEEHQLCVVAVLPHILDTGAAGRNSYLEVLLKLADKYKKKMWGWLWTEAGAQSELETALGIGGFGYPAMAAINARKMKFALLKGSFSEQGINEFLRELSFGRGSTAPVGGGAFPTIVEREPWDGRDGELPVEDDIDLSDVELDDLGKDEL
# ERAP1 HTS inh: blocks human ERAP1 aminopeptidase activity; inhibition, % at 10.7 µM; 340,000 compounds, 0.15% hits; recombinant ERAP1, Leu-AMC fluorescence, 60 min;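 active means mean replicate inhibition of at least 30%, or all replicates individually reaching that 30% level; inactive means mean below 30% and not every replicate reaching it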;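 further: 0% = neutral control wells and 100% = L-leucinethiol positive control wells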
# The depositor's hits bear a star; x = no result given; & = joins results of further samples.
SMILES,RAD52 anneal inh,esBAF inh,XiGFP reactiv,S100A4 inh HTS,RAD54 branch,E-sel inducer,ERp5 block,ERAP1 HTS inh
CN(c1ccccc1)S(=O)(=O)c1ccc2c(c1)OCCO2,-2.0,5.3,0.0,-12.1,-9.2,x,3.9,2.3
O=C(NC1CCC(O)CC1)c1cccnc1Sc1ccccc1Cl (configuration not stated),-12.5,-3.6,0.0,4.8,0.3,-0.3,-1.3,1.6
O=C(NCCNC(=O)c1ccco1)c1ccc(F)cc1,-10.2,-4.0,0.1,-5.9,-2.8,-1.0,-1.9,-5.5
COc1ccc2c3c(n(C)c2c1)[C@@H](CO)N(Cc1nccs1)CC31CN(C(=O)CN(C)C)C1,-12.7,x,0.3,1.3,x,-0.1,8.7,1.8
COc1ccc2c3c([nH]c2c1)[C@@H](CO)N(C(=O)Nc1ccc(F)cc1)CC31CN(S(=O)(=O)c2ccccc2)C1,-8.1,x,0.2,3.4,x,-0.4,2.4,3.9
CCCCOC(=O)c1cc(Cl)c(O)c(OC)c1,-3.5,1.8,0.3,-6.8,10.7,2.4,1.8,-1.4
CCOc1cccc(C(=O)NCc2ccccc2)c1,-10.6,x,0.2,0.9,x,x,2.5,1.7
CC1CCCCN1CCCNC(=O)Cn1ncc2c([nH]c3ccccc32)c1=O (configuration not stated),9.6,-2.5,0.0,1.9,2.6,x,-2.0,3.8
O=C(Nc1ccccc1)Nc1sccc1-c1nc2ccccc2s1,-11.0,x,0.0,-8.5,19.5,x,4.6,0.0
COc1cc(OC)cc(-c2sc3ccc(OC)cc3c2C#CC2(N)CCCCC2)c1,-55.5,-34.4,-0.1,-3.3,4.7,-0.1,8.3,-1.3
C=CCC[C@H](Cc1ccc(F)cc1)C(=O)OC[C@@H](NC(=O)[C@@H](CC=C)CC(=O)N[C@@H](CO)Cc1ccccc1)C(C)(C)C,-30.3,0.6,0.0,3.2,1.5,0.0,-2.1,-1.5
COc1ccc(Cl)cc1Nc1nnc(-c2ccncc2)s1,-11.4&-3.8,4.1,0.0,-3.3&-1.1,-3.4,x,6.5&-1.0,-2.7&0.1
C#CCSc1nnnn1-c1cccc(Cl)c1,-17.5,-6.4,0.0,6.3,-0.3,x,-5.4,x
CCC(=O)Oc1ccc(C(=O)Nc2cccc(C(=O)NCC(C)C)c2)cc1,-19.7,x,0.0,2.9,x,0.1,0.1,-3.5
CN(C)CCCNC(=O)[C@@H]1[C@@H](CO)[C@@H]2Cn3c(ccc(C4=CCCC4)c3=O)[C@H]1N2Cc1cocn1,-11.4,2.1,0.4,0.8,-4.4,-0.3,6.4,-1.2
COc1ccc(-c2csc(N3CCN(S(=O)(=O)c4ccc5c(c4)NC(=O)CO5)CC3)n2)cc1,-16.4,-3.5,-0.1,-0.8,x,-0.3,x,0.1
O=C(Nc1cccc(C(=O)Nc2ccccc2C(=O)O)c1)c1cccc(Cl)c1,-21.7,x,0.2,-7.6,x,x,-0.4,-21.1
COc1ccccc1CN1CC[C@@H]2[C@H](CO)Nc3ccc(-c4cccc(F)c4)cc3[C@@H]21,x,23.8,0.3,x,-4.1,-0.6,x,x
FC(F)(F)c1ccccc1NC(=S)N1CCN(c2ccccn2)CC1,-11.8,-70.3,0.0,6.7,-7.0,x,3.4,-0.2
CC(C)(C)c1ccc(C(=O)N2CCC(C(=O)NC3CC3)CC2)cc1,1.8,11.1,0.2,-0.6,-10.8,0.2,4.8,3.4
Cn1c(=O)c2c(ncn2CC(=O)OCC(=O)c2ccc(Br)cc2)n(C)c1=O,-24.0,-2.8,0.1,0.1,-17.8,0.9,1.3,2.4
Cc1cc(/C=C2\SC(=O)N(C)C2=O)c(C)n1-c1ccc(O)cc1,-19.5,-19.4,0.1,-3.3,-2.8,0.0,5.8,6.8
S=C(NCc1ccc2c(c1)OCO2)Nc1ccc2nsnc2c1,-17.5,56.1*,0.7,-0.1,-12.2,x,0.2,-1.5
COc1ccccc1OCCNC(=O)C(CCSC)NC(=O)COc1ccccc1 (configuration not stated),0.2,5.6,0.1,-3.5,-3.4,-0.8,8.7,0.0
O=C(C[C@H]1C=C[C@H](NC(=O)NC2CCCCC2)[C@H](CO)O1)NCc1ccccc1,-1.5,-0.4,-0.2,11.3,-6.4,0.0,1.2,-3.3
C/C(=N\NC(=O)NC1CCCCC1)C1CCCCC1,-4.1,x,0.5,-2.3,x,-2.0,-0.3,-0.9
OCCC1CN(Cc2cccc3c2OCO3)CCN1C1CCCCC1 (configuration not stated),-1.8,x,0.0,1.0,x,x,-1.6,-1.4
NC(=O)c1ccc(NC(=O)CS(=O)(=O)c2cn(CC(=O)N3CCCCC3)c3ccccc23)cc1,-17.7,-2.3,0.1,-9.2,2.0,0.6,7.2,1.3
Cc1ccc(/C=N/Nc2nncc(-c3ccccc3)n2)o1,-1.0,x,5.2,-7.6,x,x,1.4,9.9
Cc1ccc(-c2cc3nc(C)cc(C)n3n2)cc1,-33.2,59.9*,0.6,-4.0,-2.7,x,0.3,-1.9

# Already shown: six of the compounds above.
SMILES,RAD52 anneal inh,esBAF inh,XiGFP reactiv,S100A4 inh HTS,RAD54 branch,E-sel inducer,ERp5 block,ERAP1 HTS inh
CN(c1ccccc1)S(=O)(=O)c1ccc2c(c1)OCCO2,-2.0,5.3,0.0,-12.1,-9.2,x,3.9,2.3
O=C(NC1CCC(O)CC1)c1cccnc1Sc1ccccc1Cl (configuration not stated),-12.5,-3.6,0.0,4.8,0.3,-0.3,-1.3,1.6
O=C(NCCNC(=O)c1ccco1)c1ccc(F)cc1,-10.2,-4.0,0.1,-5.9,-2.8,-1.0,-1.9,-5.5
COc1ccc2c3c(n(C)c2c1)[C@@H](CO)N(Cc1nccs1)CC31CN(C(=O)CN(C)C)C1,-12.7,x,0.3,1.3,x,-0.1,8.7,1.8
COc1ccc2c3c([nH]c2c1)[C@@H](CO)N(C(=O)Nc1ccc(F)cc1)CC31CN(S(=O)(=O)c2ccccc2)C1,-8.1,x,0.2,3.4,x,-0.4,2.4,3.9
CCCCOC(=O)c1cc(Cl)c(O)c(OC)c1,-3.5,1.8,0.3,-6.8,10.7,2.4,1.8,-1.4

# The list goes on:
SMILES,RAD52 anneal inh,esBAF inh,XiGFP reactiv,S100A4 inh HTS,RAD54 branch,E-sel inducer,ERp5 block,ERAP1 HTS inh
C[C@H](CO)N1C[C@H](C)[C@@H](CN(C)C)Oc2cc(C#CC3CCCC3)ccc2S1(=O)=O,12.7,-1.9,0.1,-19.8,-4.3,0.8,-0.7,-8.6
CCCNC(=O)c1onc(CS(=O)(=O)c2cc(C)cc(C)c2)c1C(=O)NCCC,6.5,-5.0,0.1,-8.2,-5.2,1.0,0.5,-1.6
Cc1cccc(OCCOC(=O)c2ccc(F)c(S(=O)(=O)N3CCOCC3)c2)c1,-2.9,5.1,-0.1,-1.0,-0.9,0.0,-9.4,-1.1
COc1ccc(C(=O)CCS(=O)(=O)c2ccc(F)cc2)cc1OC,6.4,4.5,0.2,-3.1,0.7,-0.1,-0.8,-0.8
c1cnc2ccc(-c3ccc4ncccc4c3)cc2c1,-42.7,-1.0,0.4,0.7,8.7,x,0.8,-1.3
CCS(=O)(=O)c1ccc(C(=O)Nc2ccccc2OC)c(Cl)c1Cl,-5.1,x,-0.3,-8.2,x,-1.4,0.7,-3.2
C=CC[C@]12C[C@@H](OC)C(=O)C=C1O[C@@H](c1ccc(OC)c(OC)c1)[C@H]2C,-6.6,-3.7,x,-1.4,5.9,x,2.3,8.4
O=C(CCS(=O)(=O)c1ccccc1)Nc1ccccn1,3.7,9.1,0.1,-5.8,-8.5,-0.2,1.4,-0.3
COc1ccc(CC(=O)Nc2sc3c(c2C(N)=O)CCCC3)cc1,-15.8,0.5,0.0,-1.0,-5.6,0.4,7.1,-0.1
Cc1ccccc1-c1ccc(C2[C@@H]3CN(Cc4cccnc4)C[C@H]2N3)cc1 (some centres not stated),21.4&40.6,x,0.0&0.0,-2.0&-6.2,x,-0.1&-0.2,0.2&2.4,2.2&0.5

# Complete entries, quoted from the list:
# Entry for `CCCNC(=O)c1onc(CS(=O)(=O)c2cc(C)cc(C)c2)c1C(=O)NCCC` : RAD52 anneal inh: 6.5; esBAF inh: -5.0; XiGFP reactiv: 0.1; S100A4 inh HTS: -8.2; RAD54 branch: -5.2; E-sel inducer: 1.0; ERp5 block: 0.5; ERAP1 HTS inh: -1.6
# Entry for `COc1ccc(CC(=O)Nc2sc3c(c2C(N)=O)CCCC3)cc1` : RAD52 anneal inh: -15.8; esBAF inh: 0.5; XiGFP reactiv: 0.0; S100A4 inh HTS: -1.0; RAD54 branch: -5.6; E-sel inducer: 0.4; ERp5 block: 7.1; ERAP1 HTS inh: -0.1

# Next part:
SMILES,RAD52 anneal inh,esBAF inh,XiGFP reactiv,S100A4 inh HTS,RAD54 branch,E-sel inducer,ERp5 block,ERAP1 HTS inh
COCCCNc1nnc(Cc2ccc(Cl)cc2)c(=O)[nH]1,0.1,7.7,0.2,1.0,2.5,0.5,-0.1,0.4
COc1ccc(-c2noc(CN(C(=O)c3ccc4c(c3)OCO4)C(C)C)n2)cc1OC,-2.5,-3.4,-0.1,5.4,0.0,-0.7,0.3,-1.2
COc1ccc(-c2c3c(cc4ncn(Cc5ccccc5)c24)COC3=O)cc1,-20.5,-0.6,0.0,6.9,-2.0,-0.2,-2.1,-1.9
C[C@H](CO)N1C[C@H](C)[C@@H](CN(C)C(=O)Cc2ccncc2)Oc2cc(C#CC3CCCCC3)ccc2S1(=O)=O,-39.8,-1.3,-0.9,-57.7,-8.0,1.1,-2.1,-0.3
CC1CC(C)CN(S(=O)(=O)c2ccc3c(c2)CC(=O)N3)C1 (configuration not stated),-7.9,1.2,0.4,3.9,-4.7,x,11.7,1.5
O=C(CSc1ccc(Cl)cc1)Nc1cc(-c2nc3ncccc3o2)ccc1Cl,-5.3,x,0.1,-3.8,x,x,-0.6,-3.4
C[C@@H]1CN([C@@H](C)CO)C(=O)c2cccc(N(C)C)c2O[C@@H]1CN(C)C(=O)NC1CCCCC1,-20.6,-0.6,-0.6,-7.9,-1.2,0.0,4.4,-1.2
Cc1ccc(CCNC(=O)C2CCC(=O)N(Cc3cccc(F)c3)C2)cc1 (configuration not stated),-2.6,17.8,0.0,-2.7,-7.3,0.1,0.7,0.7
CC(C)c1ccc(CN(C(=O)c2cccs2)C2CCS(=O)(=O)C2)cc1 (configuration not stated),-5.4,x,0.0,1.1,-6.5,0.1,1.9,-3.5
COc1ccccc1-c1ccc(C2[C@H]3CNC[C@@H]2N3S(=O)(=O)c2ccc(C)cc2)cc1 (some centres not stated),47.4&34.6,x,0.1&0.0,-6.0&-5.9,x,0.7&0.4,1.8&4.1,5.5&1.9
C[C@H](CO)N1C[C@H](C)[C@@H](CN(C)C(=O)NC2CCCCC2)Oc2ccc(NC(=O)Nc3cccc4ccccc34)cc2C1=O,-29.7,8.2,0.1,-12.3,3.5,0.1,8.8,x
O=C(CN1CCOCC1)N[C@H]1CC[C@@H](CCNC(=O)Nc2cc(F)ccc2F)O[C@@H]1CO,5.9,2.5,-0.1,-3.3,1.0,-0.1,10.9,0.6
O=C1CCCN1c1ccc(S(=O)(=O)N2CCN(c3ccccn3)CC2)cc1,-10.8,0.1,x,2.4,1.9,x,0.9,0.3

# Source: PubChem BioAssay (Broad Institute)

# The order is random; about 2.5% have a hit in one of these screens.
